DNMT1 inh: human DNMT1 methyltransferase inhibitors, primary screen, biochemical, molecular beacon, fluorescence, HinP1I cleavage, uHTS | inhibition (reported as % activation of signal), % at 10 µM | DNA (cytosine-5)-methyltransferase 1 (Homo sapiens), P26358 | 360,000 tested, 0.83% active; in the data active means inhibition above about 50%
NadD inh: inhibitors of S. aureus NadD, primary screen, biochemical, colorimetric, uHTS; Nicotinate-nucleotide adenylyltransferase NadD (Staphylococcus aureus N315); purified NadD enzyme, colorimetric absorbance read-out; inhibition, % at 20 µM; 360,000 tested, 0.78% active; AID 602399, 2012; in the data active means inhibition above about 26%; further: some compounds past the cut are filed as inactive
LMPTP block: LMPTP phosphatase inhibitors, primary screen, biochemical, fluorescence intensity, uHTS | AID 651560, 2012 | recombinant LMPTP-A, OMFP fluorogenic substrate | Low molecular weight phosphotyrosine protein phosphatase (Homo sapiens), P24666 | 360,000 tested, 0.22% active | inhibition, % at 20 µM;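 active means compounds that cut the enzyme signal by at least half of the control window in the single-dose screen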;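 further: plate controls were DMSO wells with enzyme plus substrate for no effect and substrate without enzyme for full effect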
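Assay system: LMPTP-A enzyme. Input: 0.625 nM LMPTP-A final. Probe or stimulus: 400 µM OMFP. Compound dosing: single 20 µM dose. Schedule: 50 min dark incubation at room temperature. Detection: fluorescence intensity of OMFP turnover product. Read-out: percent inhibition versus substrate-only and uninhibited controls. Benchmarks: no-enzyme low control, uninhibited high control.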
SUMO1 PPI mod: modulators of SUMO1 protein-protein interactions, primary screen, biochemical, uHTS; SUMO1 binding to a labelled peptide, TR-FRET, 1 h; Small ubiquitin-related modifier 1 (Homo sapiens), P63165; AID 602429, 2012; 360,000 tested, 0.33% active; inhibition, % at 20 µM; in the data active means inhibition above about 37%
Target sequence (P63165 whole entry, looked up): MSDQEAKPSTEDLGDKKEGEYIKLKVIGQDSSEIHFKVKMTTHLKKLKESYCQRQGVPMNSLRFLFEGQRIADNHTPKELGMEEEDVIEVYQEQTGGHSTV
STEP block: STEP phosphatase inhibitors, primary screen, biochemical, fluorescence intensity, uHTS; inhibition, % at 20 µM; AID 588621, 2011; 360,000 tested, 0.25% active; recombinant STEP, OMFP fluorogenic substrate; Tyrosine-protein phosphatase non-receptor type 5 (Homo sapiens), P54829;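 active means inhibition at 20 µM, scaled per plate between control wells, above about 37%, limit read from the data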;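 further: 0% = DMSO with enzyme and substrate and 100% = substrate only without enzyme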
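System: STEP (striatal-enriched tyrosine phosphatase) enzyme, cell-free; medium: Bis-Tris pH 6.0 buffer with DTT, detergent; dosing: 20 µM, 1% DMSO; times: reaction 20 min, ambient temperature; detection: fluorescence, 480/540 nm; read-out basis: normalized % inhibition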
Scp-1 inhibitor: Scp-1 phosphatase inhibitors, primary screen, biochemical, colorimetric, uHTS | Carboxy-terminal domain RNA polymerase II polypeptide A small phosphatase 1 (Homo … | Recombinant Scp1, phosphopeptide, malachite green phosphate absorbance | inhibition, % at 20 µM | 340,000 tested, 0.88% active | AID 493091, 2011;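 active means inhibition above about 50% at 20 µM, limit read from the data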;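 further: plate controls were DMSO wells with enzyme for no effect and wells lacking enzyme for full effect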
Target sequence (Q9GZU7 76-261 limits assumed): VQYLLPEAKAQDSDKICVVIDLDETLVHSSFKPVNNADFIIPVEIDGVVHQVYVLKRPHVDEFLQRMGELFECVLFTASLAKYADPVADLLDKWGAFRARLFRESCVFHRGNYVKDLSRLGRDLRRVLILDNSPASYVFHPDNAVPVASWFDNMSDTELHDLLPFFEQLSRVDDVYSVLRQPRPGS
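System: truncated SCP-1 phosphatase (76-261aa); medium: Tris acetate buffer pH 5.5 with MgCl2 and Tween-20; incubation: 45 min room-temperature reaction, 5 min colour, 30 min stabiliser; compound: single 20 µM dose, 1% DMSO; reagent: Phosphorylated 17-residue peptide substrate; read-out: % inhibition at 20 µM; technique: colorimetric free-phosphate detection, absorbance 630 nm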
Rpn11 block: Rpn11 (PSMD14) deubiquitinase inhibitors, primary screen, biochemical, fluorescence polarization, uHTS; calls only at 20 µM; human 26S proteasome, Ub4-pepOG fluorescence polarization; 20S core pre-blocked with epoxomicin; 360,000 tested, 0.59% active;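 active means inhibition at 20 µM, scaled to each plate's controls, above about 33%, limit read from the data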
Target sequence (O00487 whole entry, looked up): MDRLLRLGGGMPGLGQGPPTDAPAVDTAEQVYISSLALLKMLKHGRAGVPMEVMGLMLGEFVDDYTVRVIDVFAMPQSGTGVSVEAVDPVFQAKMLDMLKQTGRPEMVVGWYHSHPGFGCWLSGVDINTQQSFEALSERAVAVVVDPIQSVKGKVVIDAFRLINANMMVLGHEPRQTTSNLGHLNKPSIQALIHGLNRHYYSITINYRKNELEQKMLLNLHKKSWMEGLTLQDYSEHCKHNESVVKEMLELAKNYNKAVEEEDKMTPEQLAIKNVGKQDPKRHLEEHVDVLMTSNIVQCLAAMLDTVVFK
MsrA inh: bovine MsrA enzyme inhibitors, primary screen, biochemical, absorbance, HTS. Methionine sulfoxide reductase A (Bos taurus). purified bovine MsrA, absorbance read-out. inhibition, % at 15.5 µM. 360,000 tested, 0.75% active. AID 651718, 2012; in the data active means inhibition above about 4.5%;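 further: 0% = vehicle wells with enzyme and 100% = reference inhibitor wells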
TbMetRS inhib: T. brucei MetRS inhibitors, primary screen, biochemical, luminescence. methionyl-tRNA synthetase (Trypanosoma brucei brucei). purified T. brucei MetRS, ATP depletion, Kinase-Glo luminescence. inhibition, % at 11.9 µM. 360,000 tested, 0.4% active;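 active means inhibition above a per-plate cutoff of the control wells' mean inhibition plus 3 SD, cut at about 5.5% in these data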;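 further: 0% = DMSO wells median and 100% = median of wells with control inhibitor compound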
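technique = Kinase-Glo luminescence, ATP depletion format | system = purified MetRS (methionyl-tRNA synthetase) enzyme from Trypanosoma brucei | timing = 15 min preincubation, 2 h reaction, all 25 °C | evaluation = percent inhibition versus plate control medians | dosing = single dose, 11.9 µM final nominal, 0.9% final DMSO | also added = substrates ATP, L-methionine and bulk Escherichia coli tRNA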
CSN deneddyl inh: inhibitors of CSN-mediated cullin deneddylation, primary screen, biochemical, fluorescence polarization, uHTS; COP9 signalosome complex subunit 5 (Homo sapiens), Q92905; Purified CSN, SCF-Nedd8-OG deneddylation; inhibition, % at 12.5 µM; 360,000 tested, 0.38% active; AID 651999, 2013;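 active means pattern-corrected inhibition above about 35%, with an unprinted fluorescence ratio check between 0.5 and 1.5, limit read from the data, passing the limit was not always enough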;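 further: 0% = enzyme with substrate and 100% = substrate without enzyme; some results filed as inactive read as strong as hits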
Target sequence (Q92905 whole entry, looked up, one chain of several): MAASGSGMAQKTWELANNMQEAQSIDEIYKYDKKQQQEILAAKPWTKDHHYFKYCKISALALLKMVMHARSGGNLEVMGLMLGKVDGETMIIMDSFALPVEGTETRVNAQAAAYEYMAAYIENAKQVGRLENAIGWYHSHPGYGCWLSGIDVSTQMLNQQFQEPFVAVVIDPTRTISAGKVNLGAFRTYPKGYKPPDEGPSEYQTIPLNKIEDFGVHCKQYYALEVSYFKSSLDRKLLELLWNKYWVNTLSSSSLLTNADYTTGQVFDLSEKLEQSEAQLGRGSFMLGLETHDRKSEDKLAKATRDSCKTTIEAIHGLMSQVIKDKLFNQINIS
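assay system = purified human Csn5 enzyme expressed in HEK293T cells | amount = 0.24 nM enzyme | buffer or medium = Tris/NaCl/DTT buffer, pH 7.5 | reagent = 10 nM SCFSkp2-Nedd8OG | compound = one concentration, 12.5 µM, 0.25% DMSO | times = 90 min reaction at room temperature | signal = FP | read-out basis = % inhibition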
The depositor's hits bear a star.

For CCC(C)N(C)Cc1cccc(C2(O)CCN(S(=O)(=O)c3ccc(F)c(C)c3)CC2)c1 (configuration not stated) the results were DNMT1 inh 2.4, NadD inh -5.4, LMPTP block 0.0, SUMO1 PPI mod 3.6, STEP block -1.0, Scp-1 inhibitor 0.1, Rpn11 block inactive, MsrA inh 1.2, TbMetRS inhib -1.1 and CSN deneddyl inh -3.9.
COc1ccccc1NC(=S)NC(=O)CCc1ccccc1 was read as DNMT1 inh -0.1, NadD inh -12.1, LMPTP block 3.4, SUMO1 PPI mod 0.1, STEP block 2.4, Scp-1 inhibitor -14.3, Rpn11 block inactive, MsrA inh -0.8, TbMetRS inhib -0.2 and CSN deneddyl inh 6.1.
For O=C(O)c1cc(NCc2c(F)cccc2Cl)ccc1N1CCOCC1 the results were DNMT1 inh -7.5, NadD inh -3.5, LMPTP block -0.7, SUMO1 PPI mod -2.2, STEP block 1.1, Scp-1 inhibitor -1.7, Rpn11 block inactive, MsrA inh 2.0, TbMetRS inhib -1.4 and CSN deneddyl inh 2.6.
For COCCNC(=O)c1onc(CS(=O)(=O)c2cc(C)cc(C)c2)c1C(=O)NCCOC the results were DNMT1 inh -2.9, NadD inh 2.6, LMPTP block -0.5, SUMO1 PPI mod 4.7, STEP block -3.2, Scp-1 inhibitor -4.9, Rpn11 block inactive, MsrA inh -1.2, TbMetRS inhib 0.3 and CSN deneddyl inh -3.5.
Screening Nc1nc(Cl)nc2c1ncn2C1OC(CO)C(O)C1O (configuration not stated) returned DNMT1 inh -1.8, NadD inh 4.4, LMPTP block -1.4, SUMO1 PPI mod -0.8, STEP block -1.2, Rpn11 block inactive, MsrA inh -0.3, TbMetRS inhib 0.2 and CSN deneddyl inh 0.7.
Cc1cc(NC(=O)c2cnn3c(C(F)F)cc(-c4ccccc4)nc23)no1 was read as DNMT1 inh -0.9, NadD inh -7.1, LMPTP block 1.0, SUMO1 PPI mod -7.2, STEP block 1.8, Scp-1 inhibitor -9.7, Rpn11 block inactive, MsrA inh 0.7, TbMetRS inhib 0.4 and CSN deneddyl inh -2.9.
Cc1ccc(N2CC(O)(c3cccs3)[N+]3=C2CCCC3)cc1 (configuration not stated) was read as DNMT1 inh -3.4, NadD inh -6.5, LMPTP block -0.9, SUMO1 PPI mod 0.2, STEP block 1.8, Scp-1 inhibitor -7.4, Rpn11 block inactive, MsrA inh -1.2, TbMetRS inhib -0.1 and CSN deneddyl inh -4.8.
Screening COc1ccc(Cn2c(CCC(=O)Nc3ccccc3OC)nc3cccnc32)cc1 returned DNMT1 inh -5.0, NadD inh -1.5, LMPTP block 0.2, SUMO1 PPI mod 1.5, STEP block 1.3, Scp-1 inhibitor -6.9, Rpn11 block inactive, MsrA inh -1.6, TbMetRS inhib -0.2 and CSN deneddyl inh 4.8.
Screening CC(C)c1ccc(N)c(S(=O)(=O)O)c1 returned DNMT1 inh 0.8, NadD inh -4.4, LMPTP block -1.8, SUMO1 PPI mod 4.8, STEP block 1.4, Scp-1 inhibitor 2.5, Rpn11 block inactive, MsrA inh -0.3, TbMetRS inhib 7.7* and CSN deneddyl inh 0.1.
For Cc1ccc(CCNC(=O)C2CCCN(S(C)(=O)=O)C2)cc1 (configuration not stated) the results were DNMT1 inh -0.7, NadD inh 1.6, LMPTP block -2.6, SUMO1 PPI mod 2.8, STEP block -0.5, Scp-1 inhibitor -15.6, Rpn11 block inactive, MsrA inh 0.1, TbMetRS inhib -0.7 and CSN deneddyl inh 1.3.
CCOC(=O)c1oc2ccccc2c1CN1CC(C)OC(C)C1 (configuration not stated) was read as DNMT1 inh 2.6, NadD inh -9.9, LMPTP block -0.8, SUMO1 PPI mod 21.1, STEP block -3.3, Scp-1 inhibitor -9.8, Rpn11 block inactive, MsrA inh -1.3, TbMetRS inhib -0.2 and CSN deneddyl inh -0.6.
CCc1ccc([C@@H]2CC(=O)[C@@H]3CN(S(=O)(=O)c4ccccc4)[C@H](c4ccc(OC)cc4)C[C@@H]3N2S(=O)(=O)c2ccc(C)cc2)cc1 was read as DNMT1 inh -2.8, NadD inh 15.9, LMPTP block 2.2, SUMO1 PPI mod 2.0, STEP block -0.2, Rpn11 block inactive, MsrA inh 1.0, TbMetRS inhib 0.1 and CSN deneddyl inh -4.4.
For COc1ccc(C(=O)NCCSc2ccccn2)cc1 the results were DNMT1 inh 3.4, NadD inh -2.4, LMPTP block -1.3, SUMO1 PPI mod -1.0, STEP block -4.9, Scp-1 inhibitor -10.4, Rpn11 block inactive, MsrA inh -1.1, TbMetRS inhib -1.6 and CSN deneddyl inh 2.2.
For Cc1ccc(C(=O)N2CCCCCC2)cc1S(=O)(=O)N1CCOCC1 the results were DNMT1 inh -1.3, NadD inh -1.9, LMPTP block -0.2, SUMO1 PPI mod -6.1, STEP block -1.3, Scp-1 inhibitor -1.8, Rpn11 block inactive, MsrA inh 0.0, TbMetRS inhib -0.2 and CSN deneddyl inh 2.0.
Screening COCCCN1C(=O)N(c2ccc(F)cc2)C(=O)C1CC(=O)Nc1ccc(OC)cc1 (configuration not stated) returned DNMT1 inh -0.1, NadD inh -3.7, LMPTP block -0.8, SUMO1 PPI mod -1.9, STEP block -3.2, Scp-1 inhibitor -7.0, Rpn11 block inactive, MsrA inh 0.6, TbMetRS inhib 3.2 and CSN deneddyl inh -5.3.
Cc1c(C(=O)O)oc2ccc(S(=O)(=O)NCc3ccccc3)cc12 was read as DNMT1 inh 3.4, NadD inh -9.2, LMPTP block -1.3, SUMO1 PPI mod -0.5, STEP block 7.4, Scp-1 inhibitor -7.7, Rpn11 block inactive, MsrA inh -1.1, TbMetRS inhib -0.3 and CSN deneddyl inh -2.0.
For O=C(NC1CCCCC1)c1cc(-c2ccco2)on1 the results were DNMT1 inh -0.2, NadD inh -4.6, LMPTP block -1.6, SUMO1 PPI mod -5.2, STEP block -5.3, Scp-1 inhibitor 2.2, Rpn11 block inactive, MsrA inh -1.1, TbMetRS inhib -0.3 and CSN deneddyl inh 8.5.
For Cc1nc2sc(C(c3ccco3)N3CCC(C)CC3)c(O)n2n1 (configuration not stated) the results were DNMT1 inh 4.8, NadD inh 4.3, LMPTP block -0.7, SUMO1 PPI mod 3.9, STEP block -0.8, Scp-1 inhibitor -1.2, Rpn11 block inactive, MsrA inh 1.4, TbMetRS inhib 0.1 and CSN deneddyl inh 2.7.
`CCCCNC(=O)CCC(=O)Nc1ccc2nc(N3CCOCC3)cc(C)c2c1` gave DNMT1 inh -2.9, NadD inh -2.3, LMPTP block -1.3, SUMO1 PPI mod 0.8, STEP block -1.3, Scp-1 inhibitor -2.0, Rpn11 block inactive, MsrA inh 0.3, TbMetRS inhib -0.1 and CSN deneddyl inh -2.3.
O=C(CCc1nnc(CCCCc2ccccc2)o1)NCCN1CCOC1=O was read as DNMT1 inh 6.6, NadD inh -0.6, LMPTP block 0.1, SUMO1 PPI mod 1.1, STEP block 0.3, Scp-1 inhibitor -12.7, Rpn11 block inactive, MsrA inh 0.3, TbMetRS inhib 0.1 and CSN deneddyl inh 4.5.
For CC(=O)c1ccc(N2CCN(C(=O)CNS(=O)(=O)c3ccc4c(c3)OCCCO4)CC2)c(F)c1 the results were DNMT1 inh -0.9, NadD inh -2.0, LMPTP block -0.7, SUMO1 PPI mod -2.1, STEP block -0.2, Scp-1 inhibitor 1.8, Rpn11 block inactive, MsrA inh 1.9, TbMetRS inhib -0.4 and CSN deneddyl inh 1.7.
Screening Cc1ccc(NC(=S)N2CCC(NC(=O)c3ccco3)CC2)cc1C returned DNMT1 inh 3.0, NadD inh -2.4, LMPTP block 0.3, SUMO1 PPI mod 17.0, STEP block 0.0, Scp-1 inhibitor 1.4, Rpn11 block inactive, MsrA inh -1.1, TbMetRS inhib -0.7 and CSN deneddyl inh 7.2.
`COc1c(N2CCN(C(=S)Nc3ccc(F)cc3)C(C)C2)c(F)cc2c(=O)c(C(=O)O)cn(C3CC3)c12` (configuration not stated) gave DNMT1 inh -0.2, NadD inh 13.4, LMPTP block 21.9, SUMO1 PPI mod -0.2, STEP block 2.5, Scp-1 inhibitor -4.3, Rpn11 block inactive, MsrA inh 1.1, TbMetRS inhib 0.1 and CSN deneddyl inh -5.1.
Screening CC12CC3CC(C)(C1)CC(C(=O)Nc1nncs1)(C3)C2 returned DNMT1 inh 1.6, NadD inh -3.6, LMPTP block -0.6, SUMO1 PPI mod 1.8, STEP block -1.1, Scp-1 inhibitor 3.0, Rpn11 block inactive, MsrA inh -0.3, TbMetRS inhib 0.7 and CSN deneddyl inh -4.5.
CC(/C=N/NC(=O)c1nnn(-c2nonc2N)c1CN(C)C)=C\c1ccco1 was read as DNMT1 inh -7.6, NadD inh -0.4, LMPTP block 0.5, SUMO1 PPI mod -13.7, STEP block -2.2, Scp-1 inhibitor 4.5, Rpn11 block inactive, MsrA inh 6.2*, TbMetRS inhib 0.8 and CSN deneddyl inh 12.9.

High-throughput results deposited in PubChem by several laboratories.
